Source: PubChem BioAssay
NPY Y2 blocker – NPY-Y2 receptor antagonists, primary screen, cell-based; actives 0.99% (n = 140,000); AID 793, 2007; NPY-Y2 expressing cells, antagonist mode; inhibition, % at 2.7 µM; Neuropeptide Y receptor type 2 (Homo sapiens), P49146; in the data active = inhibition above about 17%;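 also: 0% = vehicle with agonist challenge and 100% = reference antagonist with challenge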
Target sequence (P49146 whole entry, looked up): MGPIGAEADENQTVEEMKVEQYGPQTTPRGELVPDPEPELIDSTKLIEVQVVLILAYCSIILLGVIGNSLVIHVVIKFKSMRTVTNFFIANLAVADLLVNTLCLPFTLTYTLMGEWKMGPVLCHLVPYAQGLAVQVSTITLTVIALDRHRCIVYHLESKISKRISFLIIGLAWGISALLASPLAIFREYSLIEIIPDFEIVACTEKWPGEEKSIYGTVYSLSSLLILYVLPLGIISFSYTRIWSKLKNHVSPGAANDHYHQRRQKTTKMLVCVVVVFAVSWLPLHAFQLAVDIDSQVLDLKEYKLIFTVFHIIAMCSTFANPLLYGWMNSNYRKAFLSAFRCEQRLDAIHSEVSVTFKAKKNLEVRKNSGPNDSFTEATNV
BB579 growth dn – growth inhibitors of yeast BB579 in restrictive medium, primary screen, yeast lifespan-shortening project, S. cerevisiae; AID 804, 2007; inhibition, % at 10 µM; OD615, 48 h; actives 0.51% (n = 140,000);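 active = inhibition above a set limit, 3 SD over the mean compound inhibition, cut at about 44% in these data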; also: inactives centre near -24
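Test system: Saccharomyces cerevisiae DeaD strain BB579, replicative lifespan model yeast | Buffer or medium: Restrictive CSMM-D medium | Doses: One dose, 10 µM compound with 0.25% DMSO | Incubation: 48 h exposure, 30 °C | Detection: Culture absorbance at 615 nm | Control set: Amphotericin B at 10 µg/mL as positive control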
Yeast life ext – compounds extending yeast replicative lifespan, primary screen, S. cerevisiae, OD615. S. cerevisiae growth with nicotinamide; deaD strain in restrictive glucose medium. inhibition of the nicotinamide effect, % at 10 µM. actives 0.68% (n = 130,000). AID 775, 2007;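 active = inhibition above a set limit, placed 3 SD over the median of all compounds, cut at about 26% in these data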;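 also: 0% = nicotinamide-treated wells and 100% = cells grown without nicotinamide; some compounds called inactive have numbers as strong as hits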
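Assay system: engineered S. cerevisiae DeaD replicative-lifespan strain, galactose-grown log-phase cells; Buffer or medium: CSMM-D glucose medium, restrictive; Probe or stimulus: nicotinamide 1.5 mM; Compound: single dose 10 µM compound, 0.25% DMSO; Schedule: 4 h preincubation then 48 h treatment at 30 °C; Technique: OD615 measurement.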
GALR2 antag – GALR2 antagonists in receptor-expressing cells, primary screen; actives 0.39% (n = 140,000); inhibition, % at 4 µM; antagonist mode; AID 828, 2007; Galanin receptor type 2 (Homo sapiens), O43603; in the data active = inhibition above about 27%;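 also: cells stimulated with galanin 1-16 at roughly its EC80; 0% = agonist challenge control and 100% = basal control without agonist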
Target sequence (O43603 whole entry, looked up): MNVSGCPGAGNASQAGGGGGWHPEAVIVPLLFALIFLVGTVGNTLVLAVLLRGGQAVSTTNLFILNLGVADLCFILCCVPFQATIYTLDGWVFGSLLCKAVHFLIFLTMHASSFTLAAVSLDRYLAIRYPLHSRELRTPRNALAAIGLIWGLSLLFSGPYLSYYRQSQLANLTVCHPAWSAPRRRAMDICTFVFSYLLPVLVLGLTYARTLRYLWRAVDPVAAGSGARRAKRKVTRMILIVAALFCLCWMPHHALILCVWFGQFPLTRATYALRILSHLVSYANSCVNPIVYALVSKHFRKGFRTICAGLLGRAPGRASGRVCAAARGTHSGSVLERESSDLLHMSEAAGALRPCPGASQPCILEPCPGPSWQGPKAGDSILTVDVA
Measles CPE – compounds protecting cells from measles virus cytopathic effect, primary screen, measles RdRp inhibitor project, single point, MLSMR library, absorbance | Measles virus-infected cells, CPE protection | protection (pct of control), % at 4 µM | actives 1.5% (n = 140,000) | AID 841, 2007; in the data active = protection mostly above about 24%, no sharp cut-off; inactive = mostly below about 26%; also: some compounds called inactive have numbers as strong as hits
E-sel TNF inh – E-selectin induction blockers in HUVEC – imaging, immunofluorescence, high content, primary screen. actives 0.71% (n = 120,000). AID 1246, 2008. inhibition, % at 2 µM. HUVEC TNFa-induced E-selectin immunofluorescence;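 active = inhibition above the batch mean plus 3 SD, and confirmed as a hit on visual image review, cut at about 43% in these data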;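 also: 0% = TNF-stimulated DMSO wells and 100% = unstimulated control wells; not every result past the cut was called active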
HCT116 bCat-KO – primary screen for growth suppressors in beta-catenin knockout HCT116 cells (colon tumor, human). HCT116 beta-catenin knockout viability, CellTiter-Glo, 60 h; stronger effect = lower value. viability, % at 10 µM. actives 1.5% (n = 140,000). AID 818, 2007;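 active = viability at or under a set limit, the compound median less 4 SD, cut at about 6% in these data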;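 also: 0% = Hyamine 1622 control at 20 µM and 100% = untreated cell control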
HCT116 PTEN-null – growth suppression of PTEN-null HCT116, primary screen, cell-based, CellTiter-Glo; HCT116 PTEN-null viability, 60 h; stronger effect = lower value; viability, % at 10 µM; actives 1.2% (n = 140,000); AID 827, 2007;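 active = viability at or below a set limit, 4 SD under the median of all tested compounds, cut at about 3.7% in these data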;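 also: PTEN knockout HCT116 line with beta catenin targeted HCT116 as companion control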
Phagocytosis inh – inhibitors of macrophage phagocytosis, primary screen, imaging, J774A.1 cells, IgG beads | AID 1029, 2008 | inhibition, % at 5 µM | actives 0.07% (n = 110,000) | J774A.1 macrophage IgG-bead phagocytosis;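 active = inhibition above the mean of the plate negative controls plus 5 SD, cut at about 13% in these data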;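 also: phagocytic index as fraction of beads internalized from green versus red external bead signal; plate controls were DMSO negative control for no effect and cytochalasin-D positive control for full effect; some results beyond the cut were filed as inactive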
MRP1 act – H69AR viability gain despite doxorubicin, primary screen, MRP-1 activator project, H69AR cells, CellTiter-Glo | viability rescue | actives 0.61% (n = 140,000) | viability increase, % at 10 µM;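 active = viability gain under doxorubicin at or above a set limit, the compound median plus 3 SD, cut at about 4.7% in these data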;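 also: MRP-1 overexpressing cells given doxorubicin 25 µM after compound pretreatment; 18-22 h compound pretreatment then 72 h with doxorubicin before readout; 0% = doxorubicin-only wells and 100% = vehicle-treated cells without doxorubicin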
* marks the source's active call; other numbers are inactive results; . = no result given.

SMILES	NPY Y2 blocker	BB579 growth dn	Yeast life ext	GALR2 antag	Measles CPE	E-sel TNF inh	HCT116 bCat-KO	HCT116 PTEN-null	Phagocytosis inh	MRP1 act
CN(c1cccc(NC(=O)c2ccccc2N(C)S(=O)(=O)c2ccccc2)c1)S(C)(=O)=O	-1	10	4	6	17	.	89	94	1	-1.1
CCCCOc1cccc(C2C(C(=O)c3cccs3)=C(O)C(=O)N2Cc2cccnc2)c1 (stereo unspecified)	1	-46	2	-4	11	.	90	95	-2	-0.5
COc1ccc(OC)c(NC(=O)CSC2=NCCS2)c1	2	4	-11	6	24	-22	94	96	-2	-2.6
CC1(C(=O)O)CC(C)(C(=O)O)CC(C)(C(=O)O)C1 (stereo unspecified)	6	-14	-24	-3	4	-46	93	102	1	-2.2
CNc1nc(C)c(C(=O)OCC(=O)OC)s1	2	-2	-8	14	5	-18	91	114	1	0.1
O=c1oc2ccccc2cc1-c1ccc(O)cc1O	5	-49	-1	5	7	-27	87	84	-4	-2.1
CCOC(=O)N(Cc1ccccc1)C(C(=O)O)C(C(=O)O)N(Cc1ccccc1)C(=O)OCC (stereo unspecified)	2	-33	-3	2	19	0	106	101	0	0.7
Cc1nn(Cc2ccccc2)c(C)c1NC(=O)CSc1nc(C2CC2)nc2c1cnn2-c1ccccc1	5	-59	-15	1	18	-56	102	85	0	-0.1
CC12CCC(C(=O)NCc3cccnc3)(OC1=O)C2(C)C (stereo unspecified)	2	-32	-6	2	6	13	94	96	-1	-2.2
O=C(NNC1=NCCC1)c1cccc(S(=O)(=O)N2CCOCC2)c1	1	-12	3	3	27	-3	102	98	-3	0.7
COC(=O)c1cccc(NC(=O)c2nn(C(C)C)c(=O)c3ccccc23)c1	4	-29	-4	1	2	.	89	91	-1	-0.8
COc1ccc(-c2cc3ccccc3oc2=O)cc1NC(=S)NC(=O)c1ccc2c(c1)OCCO2	1	-35	-9	-5	3	-4	23	18	.	-4.4
CCc1ccc(-n2c(CSc3nnnn3-c3ccccc3)nc3ccccc3c2=O)cc1	3	-56	2	-11	25	.	95	86	0	-3.0
COc1ccccc1NS(=O)(=O)c1cccc2cccnc12	2	-19	-7	1	16	-43	90	83	0	-0.6
C=CCSc1nc(N)c(C(=O)Nc2ccccc2C)cc1C(N)=O	-3	-78	-2	-5	16	-27	89	98	2	-2.0
O=C(COC(=O)C1CC2C=CC1C2)NCc1ccccc1Cl (stereo unspecified)	3	-24	0	-4	3	-5	90	91	-1	-2.4
CC(C)COC(=O)NCCCOC(=O)Nc1ccccc1	5	-6	-9	-3	7	.	96	92	1	-0.6
COc1ccc(NC(=O)c2cc(C(C)C)on2)cc1OC	5	-34	-24	0	6	-4	96	100	.	0.4
O=C(c1coc(=O)c(Br)c1)N1CCOCC1	0	1	13	-16	11	4	99	101	-1	1.0
COc1ccccc1-c1c(C)nn2c(N3CCN(c4ccccc4OC)CC3)cc(C)nc12	2	17	-7	-4	4	-23	15	36	0	-3.1
Nc1nc(CN2CCCCCC2)nc(Nc2ccc(F)cc2)n1	2	-37	-10	-6	6	16	76	88	0	-0.3
CCCCN1C=C(C(=O)OC)C(c2ccccc2C(F)(F)F)C(C(=O)OC)=C1	2	-1	0	-10	7	27	104	102	1	-0.8
COc1ccc(S(=O)(=O)N2CCCCC2)cc1NS(=O)(=O)c1cc(Cl)ccc1Cl	1	-17	4	-6	13	.	85	84	-4	-2.3
Cc1cc(C)n2nc(C(=O)NC(C)(C)C)nc2n1	1	-58	0	2	7	.	114	99	.	-0.3
O=C(Cn1cc2c(n1)CCCCC2)NCCN1CCOCC1	1	-25	3	14	10	-19	92	103	0	-1.3

Quoted from the listing:
C=CCSc1nc(N)c(C(=O)Nc2ccccc2C)cc1C(N)=O in E-sel TNF inh: -27
O=C(Cn1cc2c(n1)CCCCC2)NCCN1CCOCC1 in HCT116 bCat-KO: 92

More results follow.
SMILES	NPY Y2 blocker	BB579 growth dn	Yeast life ext	GALR2 antag	Measles CPE	E-sel TNF inh	HCT116 bCat-KO	HCT116 PTEN-null	Phagocytosis inh	MRP1 act
O=C1C=CC(O)(c2cc(=O)c3c(O)cc(O)cc3o2)C=C1	0	-50	0	90*	2	.	1.1*	1.3*	.	-4.4
CCOc1ccc2c(C)c(C)c(=O)oc2c1OCC	3	-22	-24	-3	35	.	89	91	0	3.0
CC(C)N(Cc1cc2ccccc2[nH]c1=O)C(=O)C1CCCCC1	3	-20	4	-1	1	.	88	91	0	0.6
O=C1c2ccccc2-c2nc3ncnn3c(-c3ccccc3Cl)c21	0	11	-7	-1	5	-18	87	88	1	-1.8
O=C(O)CC1SC(=Nc2cccc(O)c2)NC1=O (stereo unspecified)	-1	-26	2	11	4	-32	89	96	-2	-0.2
CCCn1c(=O)[nH]c(=O)c2c1nc(-c1ccccc1OC(F)F)n2CCOC	1	7	-16	-13	8	.	102	100	-1	-3.2
CC(C)C[C@H](NC(=O)Nc1cccc(Cl)c1)C(=O)O	0	-30	-4	5	12	20	103	92	-1	-0.4
O=C1CN(C(=O)COc2cccc(F)c2)c2ccccc2N1	-2	-33	0	-12	16	.	96	91	-8	2.0
COc1ccc(-c2cc(C(=O)OCC(=O)N(C)C)c3ccccc3n2)cc1	5	-34	-26	9	6	.	91	86	0	-0.3
N#Cc1nc(-c2ccc(OCc3ccccc3)cc2)oc1N1CCOCC1	6	-9	-18	2	15	.	102	102	6	-2.1
CCOC(=O)COc1cc2c(C(=O)OCC)c(C)oc2cc1Br	4	-36	-20	-2	30	-6	86	81	-1	-3.2
CN(C)S(=O)(=O)c1ccc(Cl)c(NC(=O)CSc2nc3c(cc2C#N)C(=O)CCC3)c1	3	-44	0	5	6	.	60	58	-6	-3.7
CCOC(=O)C(Cc1ccccc1)C(=O)Nc1cccc(C)c1 (stereo unspecified)	4	-17	3	2	5	.	95	87	.	-0.8
Cc1ccc(-n2c(-c3cccs3)nc3nc4ccccc4nc32)cc1	4	-41	2	-7	21	.	73	73	-19	0.4
O=C(Nc1nc(-c2ccco2)cs1)c1ccccc1	-1	-69	-11	2	13	.	88	96	0	-1.9
CC(=O)Nc1ccccc1OCC(=O)c1cc(C)n(Cc2cccs2)c1C	16	-21	-7	39*	23	-35	12	24	2	-0.4
Cc1ccc(-n2nc(C)c3c2OC(N)=C(C#N)C3c2ccc(F)cc2)cc1 (stereo unspecified)	1	-16	13	-3	8	-3	91	100	-2	-0.4
CC1OC2C(OC1C)N(S(C)(=O)=O)CCN2S(C)(=O)=O (stereo unspecified)	0	-21	-1	6	3	-29	102	107	-1	0.0
Cc1ccc(S(=O)(=O)N(CC(=O)Nc2ccccc2-c2ccccc2)c2ccc(C)cc2C)cc1	-2	-48	4	0	7	.	85	84	-3	3.4
O=C(CSc1ccccn1)Nc1ccc(Br)cn1	-1	-42	-10	4	2	-10	98	85	1	-0.6
COc1ccc(C2SCC(C(=O)NCc3ccc(F)cc3)N2C(C)=O)cc1 (stereo unspecified)	-1	0	-7	4	4	-3	92	90	.	-2.4
Cc1cc(N)n2nc(-c3ccccc3)cc2n1	-3	-13	-6	5	28	.	70	74	1	-0.9
COC(=O)[C@H](C)NC(=O)NC(C)CCc1ccccc1 (stereo partly specified)	4	-1	-6	-8	5	0	90	93	-2	-0.4
COc1ccc(C(=O)CC2OC(=O)c3ccccc32)cc1OC (stereo unspecified)	2	-25	.	-25	8	-13	81	75	.	-3.0
Cc1nn(-c2ccccc2)c2c1C(c1cccnc1)N1C=C(S(=O)(=O)N3CCCCC3)C=CC1=N2 (stereo unspecified)	2	1	-12	12	18	-14	95	92	0	-1.9

Other compounds.
SMILES	NPY Y2 blocker	BB579 growth dn	Yeast life ext	GALR2 antag	Measles CPE	E-sel TNF inh	HCT116 bCat-KO	HCT116 PTEN-null	Phagocytosis inh	MRP1 act
CC1(C)CC(=O)C2=C(C1)Oc1ncn(CCCn3ccnc3)c(=N)c1C2c1ccccc1 (stereo unspecified)	2	-23	3	1	10	4	83	98	0	-1.4
COc1cc(C(=O)Nc2cc(C)ccn2)cc(OC)c1OC	2	-47	-9	7	7	-5	90	96	1	-1.6
O=C(CSc1ncccn1)NCc1ccccc1	0	-38	-6	-6	8	1	115	102	0	-0.5
O=C(c1ccco1)N1CCN(S(=O)(=O)c2ccc(Cl)s2)CC1	-1	-18	-30	-2	5	-4	68	63	.	-2.8
O=C(CN1C(=O)C2CC=CCC2C1=O)Nc1ccc(-c2nnc3n2CCCCC3)cc1 (stereo unspecified)	1	-50	-11	8	6	5	99	111	2	-0.7
CC(C)(C)C(=O)Nc1ccc(Oc2ccc3c(c2)C(=O)N(c2ccc(O)cc2)C3=O)cc1	-1	-63	-2	-12	2	-11	84	98	-1	-0.1
CC1CCC(NC(=O)C2c3ccccc3C(=O)N2CCCN2CCOCC2)CC1 (stereo unspecified)	-1	-19	-5	0	34	1	100	95	-1	-0.3
N=c1n(CCN2CCCCC2)c2ccccc2n1CC(O)c1ccc(Cl)c(Cl)c1 (stereo unspecified)	53*	-11	-7	22	3	6	0.9*	1.1*	3	-5.5
CCCc1nc2oc3c(NCC4CCCO4)ncnc3c2c2c1COC(C)(C)C2 (stereo unspecified)	1	-26	-3	-9	19	-39	91	72	1	-3.0
O=C(COc1ccccc1)Nc1ccc(S(=O)(=O)N2CCCC2)cc1	5	-12	-6	-6	6	.	91	87	0	-1.2
NC(=O)c1oc2ccc(Cl)cc2c1N	0	8	-15	8	1	-8	81	81	1	-0.5
Cc1n[nH]c(C)c1C(=O)CC1(O)C(=O)N(Cc2ccccc2)c2ccc(Br)cc21 (stereo unspecified)	1	-36	-9	6	2	-7	69	.	0	-2.6
Cc1cc(C)c(NN=c2c(=O)c3ccccc3c2=O)c(C)c1	-1	-29	-7	-11	9	34	90	100	0	3.5
O=C(NC(C(=O)c1ccccc1)n1ccc(=O)[nH]c1=O)c1ccccc1 (stereo unspecified)	3	-43	-8	-15	12	-21	100	114	-1	-0.4
CC(C)CN(CC(C)C)S(=O)(=O)N1CCC(C(=O)NCc2ccccn2)CC1	1	-38	-23	-8	4	-5	85	93	.	-2.9
COc1cccc(NC(=O)CSc2nc(N)cc(N)n2)c1	3	-72	-9	-4	7	-3	107	112	2	-1.1
CC(C)(C)NC(=O)/C=N/O	0	-44	-2	18	3	41	94	95	-6	-0.4
CC1(C)CC(=O)C(C=NCCN2CCNC2=O)=C(O)C1	4	-33	3	9	35*	14	89	92	-3	0.3
Cn1c(=NC(=O)C2CCN(S(=O)(=O)c3cccs3)CC2)sc2ccccc21	2	-4	4	8	13	-1	98	96	-3	-1.5
